Insulin prom inh – TRM-6 insulin promoter activity inhibition; TRM-6 cells (human fetal islet line), insulin promoter-eGFP reporter, imaging; reporter expression induced with tamoxifen; inhibition, % at 2 µM; 130,000 tested, 0.9% active;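 active = inhibition above the mean plus 3 SD, with well images judged a real hit on visual review, cut at about 60% in these data, passing the limit was not always enough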
SDO1 yeast rescue – sdo1-depleted yeast growth rescue; AID 817; S. cerevisiae sdo1-depleted JHY4D growth rescue, OD600 30 h; hits give high values; pdr5 snq2 efflux-pump mutant strain; 140,000 tested, 0.21% active; z-score at 10 µM;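 active = z-score above 3 at both the 24 hr and the 30 hr optical density reads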;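 note: z-score against mean and SD of all compound wells on the same plate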
SDO1 yeast rescue Rescue 24 h – also measured in SDO1 yeast rescue; calls as there; z-score; S. cerevisiae sdo1-depleted JHY4D growth rescue, OD600; measured here: growth rescue at 24 h;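 0 is the plate mean of compound wells and units are plate SD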
The depositor's hits bear a star; · = not tested or not shown. Not a hit list. Share with any hit: about 0.99%.

Insulin prom inh | SDO1 yeast rescue | SDO1 yeast rescue Rescue 24 h | SMILES
23 | -0.38 | -0.3 | CCOC(=O)N1CCC(n2c(SCC(=O)N3CCC(C)CC3)nc3ccccc3c2=O)CC1
-93 | · | · | O=C(CN(Cc1ccco1)C(=O)Cn1nnc(-c2cccs2)n1)NCC1CCCO1 (stereo unspecified)
7 | 0.75 | 0.75 | O=C(NCC1CCCO1)c1ccc2ccccc2n1 (stereo unspecified)
-83 | 0.62 | 0.72 | CCc1ccccc1Nc1ccc(C(=O)O)cc1N
· | -2 | -2 | CCOC(=O)/C=C/C(=O)Nc1cccc([N+](=O)[O-])c1
35 | -1.1 | -0.2 | O=C(N/N=C/c1ccc(-c2ccc(S(=O)(=O)Nc3ncccn3)cc2)o1)c1cc2ccccc2cc1O
-27 | -0.7 | -0.65 | CN(C(=O)Nc1ccc(Cl)c(Cl)c1)c1ccccc1C(=O)O
48 | 0.55 | -0.17 | CC1(C)CC(=O)C(CC2=C(O)CC(C)(C)CC2=O)C(=O)C1
27 | -1.8 | -0.88 | CC1=NN(c2ccccc2)C(=O)/C1=C/c1cc2cc(C)ccc2nc1N1CCCCC1
26 | -0.09 | 1 | CC(C)(C)c1ccc(S(=O)(=O)Nc2cccnc2)cc1
-138 | 0.41 | 0.17 | Cc1ccc(NC(=O)OCCN2CCN(Cc3ccccc3)CCC2=O)cc1
31 | 0.58 | 0.45 | CCCSc1nsc(N)n1
-11 | · | · | O=C(Nc1ccc(F)cc1)C1CCCO1 (stereo unspecified)
· | -0.99 | 0.76 | Cc1cc(C)c2[nH]c(=S)cc(C)c2c1
· | 0.17 | -1 | C=C(C)C(=O)N1CC2(CC(c3cccc(NC(=O)c4ccccc4)c3)=NO2)C[C@@H]1C(N)=O (stereo partly specified)
57 | 0.82 | 1.4 | COC(=O)C1=C(C)N(C)C(=O)/C1=C\c1cccs1
-24 | 1.1 | 0.21 | CN1CCN(CCP(=O)(c2ccccc2)c2ccccc2)CC1
· | -0.29 | -0.12 | COCCOC(=O)c1c(C)oc2ccc(OC(=O)c3cccs3)cc12
-16 | 0.24 | 0.23 | COC(=O)CSc1cc(C)nc2ccc(OC)cc12
· | 0.15 | 0.13 | CSc1ccc(/C=N/n2c(C)cc(C)cc2=O)cc1
27 | · | · | CCOc1ccc(-n2c(-c3ccc(Br)cc3)c[n+]3c2CCCCC3)cc1
-23 | 0.59 | 0.9 | COc1cc(OC)c(NS(=O)(=O)c2cc(C(=O)OC(C)C(=O)NC3CC3)c(Cl)cc2Cl)cc1Cl (stereo unspecified)
· | -0.58 | 0.02 | CCC(C)NC(=O)Cn1c(COc2ccc(Cl)cc2Cl)nc2ccccc21 (stereo unspecified)
-62 | -1.5 | -0.94 | CCC(C(=O)Nc1ccccc1-c1ccccc1)c1ccccc1 (stereo unspecified)
-17 | · | · | Cc1cccc(NC(=O)c2csnn2)n1
45 | -0.19 | -0.1 | COc1cc(C2C(C(=O)N3CCOCC3)=C(C)NC3=C2C(=O)CCC3)ccc1OC(C)=O (stereo unspecified)
· | 0.3 | 2 | Cc1ccc2nc(NC(=O)CSc3ncnc4c3oc3ccccc34)sc2c1
· | -0.61 | -0.55 | COc1c(OC(C)=O)ccc(/C=C/c2ccc3cccc(OC)c3n2)c1[N+](=O)[O-]
-46 | -1.1 | -1.7 | COCCn1c(-c2ccccc2)cnc1SCC(=O)Nc1cccc2ccccc12
23 | -1.5 | -1.1 | N/C(=N\OC(=O)Cc1ccc(-c2ccccc2)cc1)c1cccc([N+](=O)[O-])c1

(continued)
Insulin prom inh | SDO1 yeast rescue | SDO1 yeast rescue Rescue 24 h | SMILES
· | 0.7 | 2.7 | COC(=O)C(C)Sc1nnc(Cc2cc(=O)[nH]c(=O)[nH]2)n1-c1cc(C)ccc1C (stereo unspecified)
-17 | 1.5 | 3 | COc1ccc(C(=O)Nc2nc3ccccc3[nH]2)cc1OC
-35 | 2.4 | 2.9 | O=C(CN1C(=O)C2CC=C(Cl)CC2C1=O)N1CCOCC1 (stereo unspecified)
-4 | 2 | 2.6 | Cc1ccccc1OCc1nc(-c2ccc(NC(=O)c3cccs3)cc2)no1
20 | · | · | COC(=O)/C(C#N)=C/c1c[nH]c2ccccc12
-5 | 0.19 | -0.66 | Nc1ccc(C(=O)c2ccccc2C(=O)O)cc1Cl
-35 | · | · | Cc1ccccc1OCC(=O)NNC=O
· | -0.45 | 0.67 | O=C(CCSc1nc(-c2ccco2)cc(C(F)(F)F)n1)N1CCCc2ccccc21
8 | 2.2 | 4.8 | CCN(CC)S(=O)(=O)c1ccc(Cl)c(NC(=O)COc2ccc3c(C)cc(=O)oc3c2)c1
-53 | -0.04 | -0.06 | COC(=O)[C@H](CC(C)C)NC(=O)Nc1ccc2c(c1)OCCO2
25 | 0.01 | -0.01 | CC1CCC(C(C)C)C(OC(=O)CSc2nc(N)cc(=O)[nH]2)C1 (stereo unspecified)
· | 0.14 | -1.4 | Cc1cc(C)nc(N2CCN(c3nc(C)cc(C)n3)CC2)n1
7 | 0.32 | 0.03 | Cc1n[nH]c(=O)nc1NCCc1ccccc1
45 | -0.93 | -1.1 | CCCCC(=O)Nc1ccc(C(=O)N2CCCC(C(=O)OCC)C2)cc1 (stereo unspecified)
-31 | -1.1 | -1.4 | Cc1cccc2cc(CN(CCCO)C(=O)Nc3ccc(Cl)cc3)c(=O)[nH]c12
65 | 0.96 | 0.99 | COc1cc(C(=O)Nc2cccc(-c3nncn3C)c2)cc(OC)c1OC
3 | -0.6 | -1.6 | C=CCN(C(=O)Nc1ccc(Cl)cc1)C1CC(=O)N(c2ccc(OC)cc2)C1=O (stereo unspecified)
18 | · | · | COc1cccc(-n2nc(C(C)=O)c(=O)[nH]c2=O)c1
36 | · | · | CCOc1ccc2nc(SCC(=O)NCc3ccc(OC)c(OC)c3)[nH]c2c1
12 | 0.94 | 0.63 | Cc1nnc2sc(-c3cccc(NC(=O)c4cccnc4)c3)nn12
14 | · | · | O=C1c2ccccc2C(=O)N1CCCCN1CCN(CCCCN2C(=O)c3ccccc3C2=O)CC1
47 | -0.12 | -0.66 | CCCOc1ccc(OCCCCNC(C)CC)cc1 (stereo unspecified)
70 | -0.16 | -0.57 | O=C(CN1CCN(Cc2ccccc2)CC1)NCC1COc2ccccc2O1 (stereo unspecified)
22 | -1.2 | 0.01 | COc1cccc(NC(=O)NC2(C(F)(F)F)Oc3ccccc3O2)c1
· | 0.34 | -0.16 | O=S(=O)(Nc1ccccn1)c1ccc(Cl)cc1
· | 0.74 | 0.46 | CCn1cc(C(=O)NCC2CCCO2)c(=O)c2cc(S(=O)(=O)N3CCCCCC3)ccc21 (stereo unspecified)
-6 | 0.39 | -0.27 | O=C(COC(=O)c1ccc(S(=O)(=O)N2CCOCC2)cc1)NC1CCCC1
-16 | -2.6 | -2.2 | CCCc1ccc(Oc2cn[nH]c2-c2ccc(O)c(C)c2O)cc1
-22 | -0.15 | -0.7 | CS(=O)(=O)N(CC(=O)NCc1ccccc1)Cc1ccc(Cl)cc1
-19 | 0.05 | -0.5 | O=C(O)c1cn[nH]c1-n1cnnn1

Next section
Insulin prom inh | SDO1 yeast rescue | SDO1 yeast rescue Rescue 24 h | SMILES
56 | 1.1 | 0.93 | O=C(Oc1cccc(-n2cnnn2)c1)c1ccco1
32 | 0.01 | -0.31 | Cc1ccc(OCC(=O)NCCO)cc1C
-9 | -0.43 | -0.96 | COc1ccc(S(=O)(=O)N2CCC(C(=O)N3CCc4ccccc4C3)CC2)cc1OC
· | 9.6* | 8.6* | Cc1cc(NC(=O)c2noc3c2CCc2ccccc2-3)n(-c2ccccc2)n1
13 | 0.68 | 0.29 | C/C(=N/OC(=O)c1c(F)cccc1F)c1nccs1
25 | -0.3 | -0.32 | Cc1ccc(NC(=O)COc2ccc(/C=N/NC(=O)CSCc3ccccc3)cc2)cc1
25 | -0.9 | -1.5 | CCC(C)OC(=O)C1C(c2ccccc2)C(C(=O)O)C1c1ccccc1 (stereo unspecified)
-23 | 0.03 | 0.05 | CCCCC1(CC(=O)OCC)C(=O)N(c2ccccc2)N(c2ccccc2)C1=O
-3 | 1.3 | 1.4 | O=C(CCn1cccc1)N1CCc2ccccc21
-36 | -1 | -0.72 | O=C(CSc1nc2ccccc2c(=O)n1-c1ccc(F)cc1F)c1c[nH]c2ccccc12
67 | -0.25 | 0.54 | O=C(Nc1cccc(Cl)c1Cl)C1CCN(c2ncccn2)CC1
-73 | · | · | Cc1ccccc1NC(=S)N(CCc1c(C)[nH]c2ccc(F)cc12)Cc1ccncc1
· | -1.6 | -1.1 | N#C/C(=N\Nc1ccccc1Cl)C(=O)c1ccccc1
48 | -0.09 | -0.33 | CCOC(=O)c1sc(Nc2nc3c(F)cccc3s2)cc1C
· | 0.45 | 0.83 | O=C1C2CC=C(Cl)CC2C(=O)N1CC1Cc2ccccc2CO1 (stereo unspecified)
-37 | -0.77 | -0.35 | CCCCCCCCOC(=O)/C=C/c1c(C)[nH]c(=O)[nH]c1=O
15 | 0 | -0.92 | O=C(c1cccs1)N(Cc1cccc(Cl)c1)C1CCS(=O)(=O)C1 (stereo unspecified)
-7 | · | · | CC(C)OC(=O)CSc1nc(Cc2ccccc2)nc2ccccc12
· | -0.53 | -1.1 | CCN(CCCNc1ncnc2nc[nH]c12)c1cccc(C)c1
29 | 0.34 | -0.36 | CCc1nn2c(=O)cc(N3CCN(c4cc(C)nc5ccccc45)CC3)nc2s1
25 | -2 | -0.93 | O=C(c1cccs1)N1N=C(c2ccccc2)CC1c1ccccc1 (stereo unspecified)
· | 0.15 | -0.02 | Cn1c(=O)oc2cc(S(=O)(=O)NCCC(=O)Nc3ccc4c(c3)OCCO4)ccc21
23 | 0.11 | 0.87 | COc1cc(C(=O)NC(=S)Nc2ccc([N+](=O)[O-])cc2)cc(OC)c1OC
29 | -0.58 | -0.36 | CCCC(=O)Oc1ccc(N(C(=O)CCC)S(=O)(=O)c2cccc([N+](=O)[O-])c2)cc1
· | -0.05 | -0.66 | CCOc1cc(C(=O)NCCN2C(=O)S/C(=C\c3cccnc3)C2=O)cc(OCC)c1OCC
-50 | · | · | COc1ccccc1/C=N/N1C(=O)C(CC(=O)Nc2ccc([N+](=O)[O-])cc2OC)SC1=Nc1cccc(C)c1C (stereo unspecified)
-31 | -0.23 | 0.38 | COc1ccc(C)cc1NC(=O)CSc1nnnn1Cc1ccccc1
7 | 1.6 | 1.9 | CC1(C)CC(NC(=O)CCc2ccccc2)CC(C)(C)N1
0 | 0.19 | 0.19 | COC(=O)C1C(O)=C(C=Nc2ccc(N)cc2)C(=O)CC1(C)C (stereo unspecified)
-21 | 1.9 | 1.1 | Cn1c(=O)n(CC(=O)O)c(=O)c2c1nc1n2CCS1

Structures above with two or more sulfur atoms (4):
Insulin prom inh | SDO1 yeast rescue | SDO1 yeast rescue Rescue 24 h | SMILES
31 | 0.58 | 0.45 | CCCSc1nsc(N)n1
· | 0.3 | 2 | Cc1ccc2nc(NC(=O)CSc3ncnc4c3oc3ccccc34)sc2c1
48 | -0.09 | -0.33 | CCOC(=O)c1sc(Nc2nc3c(F)cccc3s2)cc1C
15 | 0 | -0.92 | O=C(c1cccs1)N(Cc1cccc(Cl)c1)C1CCS(=O)(=O)C1 (stereo unspecified)

Profiles as entered above.
CCN(CC)S(=O)(=O)c1ccc(Cl)c(NC(=O)COc2ccc3c(C)cc(=O)oc3c2)c1 is listed as Insulin prom inh = 8; SDO1 yeast rescue = 2.2; SDO1 yeast rescue Rescue 24 h = 4.8
O=C(Nc1cccc(Cl)c1Cl)C1CCN(c2ncccn2)CC1 is listed as Insulin prom inh = 67; SDO1 yeast rescue = -0.25; SDO1 yeast rescue Rescue 24 h = 0.54

Next part:
Insulin prom inh | SDO1 yeast rescue | SDO1 yeast rescue Rescue 24 h | SMILES
3 | -0.08 | -0.53 | O=C(CN1CCN(c2ccccc2)CC1)N1N=CCC1c1ccccc1 (stereo unspecified)
0 | -1.1 | -0.57 | CCCCNC(=S)N(C)/N=C/c1ccc(F)cc1
-105 | -0.41 | -1 | COc1c(C)cccc1C(=O)Nc1ccc(CN2CCOCC2)cc1
· | -0.38 | 0.14 | Cc1ccc(-n2nnnc2SC(C(=O)c2c[nH]c3ccccc23)c2ccccc2)cc1 (stereo unspecified)
17 | 0.32 | 0.07 | CCOC(=O)c1c(C)oc2ccc(O)c(CN(C)C)c12
-20 | · | · | Brc1cccc2sc(N3CCN(c4ccccc4)CC3)nc12
-31 | 0.83 | 0.42 | CC(O)CNC(=O)c1ccc(-c2nn(C)c(=O)c3ccccc23)cc1 (stereo unspecified)
-24 | -0.52 | 0.13 | CS(=O)(=O)N1CCN(c2ccccc2NC(=O)c2ccc(Cl)cc2)CC1
36 | -0.46 | -1.3 | CC1CCCCN1C(=O)CSc1nnc(-c2ccco2)n1CC1CCCO1 (stereo unspecified)
43 | 0.36 | 0.22 | Cc1ccccc1C(=O)N1CCC(C(=O)Nc2ccc(S(=O)(=O)N3CCCC3)cc2)CC1

Ordered by value in SDO1 yeast rescue (high to low): some entries from above
Insulin prom inh | SDO1 yeast rescue | SDO1 yeast rescue Rescue 24 h | SMILES
17 | 0.32 | 0.07 | CCOC(=O)c1c(C)oc2ccc(O)c(CN(C)C)c12
· | -0.38 | 0.14 | Cc1ccc(-n2nnnc2SC(C(=O)c2c[nH]c3ccccc23)c2ccccc2)cc1 (stereo unspecified)
-105 | -0.41 | -1 | COc1c(C)cccc1C(=O)Nc1ccc(CN2CCOCC2)cc1
0 | -1.1 | -0.57 | CCCCNC(=S)N(C)/N=C/c1ccc(F)cc1
